# Compound activity: PubChem BioAssay, ICCB-Longwood Screening Facility, Harvard Medical School
# Polio RdRp inh – inhibitors of poliovirus RNA polymerase binding and polymerization; % elongation, % (compound at 16.7 µg/mL); 150,000 tested, 0.66% active; poliovirus polymerase elongation, fluorescence polarization; stronger effect = lower value; in the data active means % elongation below about 90%; further: some results filed as inactive read as strong as hits
# Target sequence (P03300 1749-2209 limits assumed): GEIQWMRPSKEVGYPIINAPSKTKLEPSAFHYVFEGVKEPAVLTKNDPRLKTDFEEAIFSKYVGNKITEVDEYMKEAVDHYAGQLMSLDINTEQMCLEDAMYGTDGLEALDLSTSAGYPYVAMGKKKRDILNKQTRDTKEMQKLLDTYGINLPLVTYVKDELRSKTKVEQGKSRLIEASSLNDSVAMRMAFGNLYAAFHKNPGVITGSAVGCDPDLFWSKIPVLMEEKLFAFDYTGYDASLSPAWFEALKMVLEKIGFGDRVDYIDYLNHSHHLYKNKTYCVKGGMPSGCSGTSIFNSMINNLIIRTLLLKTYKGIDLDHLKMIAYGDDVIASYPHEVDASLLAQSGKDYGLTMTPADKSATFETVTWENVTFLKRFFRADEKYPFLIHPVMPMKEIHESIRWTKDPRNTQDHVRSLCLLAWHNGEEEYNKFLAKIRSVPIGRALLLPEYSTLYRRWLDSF
# Polio RdRp inh FP z-score – second read-out of Polio RdRp inh, no call of its own (marks repeat the call); z-score; measured here: FP z-score; hits read low
# Numbers without * were called inactive. This is a subset (hit frequency here may not be typical).
# Every second line gives: Polio RdRp inh, Polio RdRp inh FP z-score
O=C1c2ccccc2C(=O)N1CCN1CCN(CCN2C(=O)c3ccccc3C2=O)CC1
 : 99, -0.2
CCOc1ccc(C(=O)c2cn(CC(=O)Nc3cc(OC)cc(OC)c3)c3ccc(F)cc3c2=O)cc1
 : 99, -0.6
CN1CCN(S(=O)(=O)c2ccc(NC(=O)c3ccncc3)cc2)CC1
 : 100, -0.2
CC(=O)Nc1nonc1-c1nnc(SCc2ccccc2)n1C
 : 101, -1.3
CC(CCc1ccccc1)NC(=O)CSc1n[nH]c(-c2ccc(F)cc2)n1 (stereo unspecified)
 : 105, -0.7
CC1CCc2sc(NC(=O)C(Cc3ccccc3)Cc3ccccc3)c(C#N)c2C1 (stereo unspecified)
 : 104, 0.6
CC1Sc2ccc(C(=O)N=c3sc4ccccc4n3C)cc2NC1=O (stereo unspecified)
 : 95, -1.4
CC(SC#N)C(=O)C12CC3CC(CC(C3)C1)C2 (stereo unspecified)
 : 104, 0.5
CC(C)(C)NC(=O)CN1CCN(C(=O)CN2CCc3ccccc32)CC1
 : 101, 0.1
COc1cc(NC(=O)C2CCN(S(=O)(=O)c3c(C)noc3/C=C/c3ccccc3F)CC2)cc(OC)c1OC
 : 105, -0.4
CCc1cccc2c(/C=C3/C(=O)N(C)c4ccccc43)cn(CC(=O)NC3CCCC3)c12
 : 68, -7.6
Cc1ccc(C)c(NC(=O)Cn2c(=O)n(CCC(C)C)c(=O)c3cccnc32)c1
 : 103, -0.5
O=C(Cn1ncc2c1-c1ccoc1CC2)NCc1ccccc1Cl
 : 101, -0.2
Cc1noc(/C=C/N(C)C)c1S(=O)(=O)N(CCc1ccccc1)Cc1ccccc1
 : 102, 0.8
O=S(=O)(c1ccc(N2CN(S(=O)(=O)c3ccc(Cl)cc3)c3nc4ccccc4nc32)cc1)N1CCOCC1
 : 103, 0.2
Cc1nc2sc3c(c2c(-c2cccs2)c1C(N)=O)CCCC3
 : 103, 0
CC(C)Cn1[nH]c(CC(=O)O)cc1=O
 : 103, 0
CCOC(=O)c1[nH]c(=O)[nH]c1CSc1ccccn1
 : 100, -0.3
CN1C(=O)Cc2cc(S(=O)(=O)NCc3ccc(Cl)cc3)ccc21
 : 101, -0.3
CSc1nnc(-c2ccc(C(C)(C)C)cc2)n1C
 : 103, -0.3

# Continuation:
# Every second line gives: Polio RdRp inh, Polio RdRp inh FP z-score
CN(C)CCN(Cc1ccco1)S(=O)(=O)c1cc2c(cc1Cl)NC(=O)CO2
 : 108, 0.1
CCCCNC(=O)c1cccc(NC(=O)c2nsc3ccccc23)c1
 : 104, -0.8
Cc1ccc(CNC(=O)CCCc2nnc3n4nc(C)nc4c4ccccc4n23)cc1
 : 97, -1
O=S(=O)(Nc1nc2ccc(Cl)cc2s1)c1cccs1
 : 109, 0.6
CCOC(=O)C1C(=O)NC23CCCCC2C1c1cc(OC)ccc1O3 (stereo unspecified)
 : 100, -0.2
O=C1CN(C(=O)c2ccccc2C(F)(F)F)C(c2ccccc2)c2cc(F)ccc2N1 (stereo unspecified)
 : 108, 0.6
COc1cccc(NC(=O)Cn2c(=O)n(-c3ccc(C)cc3)c(=O)c3ccc(C(=O)NCc4ccco4)cc32)c1
 : 106, 0.4
Cn1c(C(C#N)C(=O)C2CCCCC2)nc2ccccc21 (stereo unspecified)
 : 100, -0.4
Cc1nc(-c2ccccc2)sc1-c1nnc(-c2ccc(C(F)(F)F)cc2)o1
 : 98, -0.4
COC(=O)C1CCN(C(=O)COc2ncnc3c(Cl)cc(Cl)cc23)CC1
 : 103, 0
COc1ccc(NC(C)=O)cc1NC(=O)c1cncn1-c1ccc(F)cc1
 : 101, -0.2
Cn1c(C(=O)N(Cc2ccccc2)C(C)(C)C)cc2sccc21
 : 107, 2.1
O=C(CSc1nc2ccccc2o1)c1ccccc1
 : 106, 0.5
NCC1CCN(Cc2ccccc2)C1 (stereo unspecified)
 : 103, 0.4
COc1ccc(-c2nnc(SCC(=O)NCCc3ccccc3)nc2-c2ccc(OC)cc2)cc1
 : 117, 1.6
CS(=O)(=O)N1CCN(C(=S)NCc2ccc(F)cc2)CC1
 : 100, -0.1
Cc1ccc2nc(COC(=O)c3ccc(-n4cnnn4)cc3)cc(=O)n2c1
 : 103, 0.1
CC(C)CC(NC(N)=O)C(=O)O (stereo unspecified)
 : 98, -1.1
CCOC(=O)C1=C(C)NC(C)=C2C(=O)Oc3ccccc3C12 (stereo unspecified)
 : 102, 0.4
O=c1/c(=C/c2ccccc2)sc2nc(-c3ccccc3)nn12
 : 101, -0.1

# The results go on.
# Every second line gives: Polio RdRp inh, Polio RdRp inh FP z-score
COCCn1cnc2c1c(=O)n(CC(=O)NC(=O)NC1CCCC1)c(=O)n2Cc1ccccc1
 : 104, 0.2
CC(=O)Nc1cc(C(=O)N2CC=C(c3ccccc3)CC2)ccc1Sc1ccc(Cl)cc1
 : 102, 0
O=C(OCC(=O)N1CCCC1)c1ccc(S(=O)(=O)Nc2ccccc2)cc1
 : 100, -0.2
COc1ccc(NC(=O)NC(C)C2CCCO2)c(OC)c1 (stereo unspecified)
 : 103, 0.4
Cc1ccc2c(c1)c1c(c(=O)n(-c3ccccc3C)c(=O)n1CC(=O)NCCC1=CCCCC1)n2C
 : 109, 0.4
N#CCCS(=O)(=O)c1ccc(Br)cc1
 : 100, 0.2
Cc1nn(CC(O)CN2c3ccccc3Sc3ccccc32)c(C)c1Br (stereo unspecified)
 : 103, 0.3
c1ccc2c(c1)nnn2-c1ncnc2sccc12
 : 101, -0.2
N#CC(C(=O)CN1CCN(c2ccccc2)CC1)c1ccccc1 (stereo unspecified)
 : 104, 1.4
Cc1cccc(NC(=O)CSc2nc3ccccc3c3nc(CCn4cncc4C)nn23)c1
 : 110, 1
CC(=O)N1CCc2cc(C(O)CN3CCN(C4CCCCC4)CC3)ccc21 (stereo unspecified)
 : 104, 0.6
Cc1cc(C)c2c(=O)cc(C(=O)NCCc3ccc(S(N)(=O)=O)cc3)oc2c1
 : 111, 0.8
O=C(CSc1ncnc2c1nnn2Cc1ccccc1)NCc1ccccc1
 : 102, -0.2
Cc1c(C)n(Cc2ccccc2)c2ccc(C(=O)Nc3ncn[nH]3)cc12
 : 97, -0.7
Cc1c(NS(=O)(=O)c2ccc(Cl)c(C(=O)OC(C)C(=O)N3CCOCC3)c2)c(=O)n(-c2ccccc2)n1C (stereo unspecified)
 : 110, 0.9
CCCC(=O)NCc1ccccc1
 : 98, -0.6
Cc1ccc(Cl)cc1N1CCN(S(=O)(=O)c2ccc3c(c2)C(C(C)C)C(=O)N3)CC1 (stereo unspecified)
 : 109, 0.5
O=C(O)c1cc(-c2ccccc2)c(C(=O)O)cn1
 : 105, 0.3
COc1ccccc1C1/C(=C(\O)c2ccc(Cl)cc2)C(=O)C(=O)N1CCC(=O)O (stereo unspecified)
 : 100, -0.2
Cc1c(Cc2ccccc2)sc(/N=C/c2ccc3ccccc3c2)c1C(N)=O
 : 98, -0.5

# (more compounds)
# Every second line gives: Polio RdRp inh, Polio RdRp inh FP z-score
Cc1ccc(C2=NN(C(=O)CN3CCC(C)CC3)C(c3ccco3)C2)cc1 (stereo unspecified)
 : 106, 0.9
C=CCn1cnc2scc(-c3ccc(OC)cc3)c2c1=O
 : 112, 1.2
C/C(N)=C(/C#N)C(=O)CSc1nc(-c2ccc(C)c(C)c2)cn1-c1ccccc1
 : 106, 0.6
Cc1cccc(C)c1Nc1c(-c2ccsc2)nc2ccc(Cl)cn12
 : 106, 0.1
N#Cc1ccc(Cl)cc1NC(=O)COC(=O)CSc1ncnc2sccc12
 : 106, 0.4
O=c1cc(CN2CCN(S(=O)(=O)c3ccccc3)CC2)nc2sc(-c3ccccc3Cl)nn12
 : 108, 0
O=C(/C=C/c1ccccc1)Nc1nc(-c2ccccc2)cs1
 : 102, 0.1
CCOC(=O)C1C(=O)Oc2ccc3ccccc3c2C1C1CCOC1=O (stereo unspecified)
 : 101, 0.2
CCOC(=O)c1[nH]c(CN2CCN(c3ccc(OC)cc3)CC2)c(C(=O)OCC)c1C
 : 112, 0.4
CCOc1ccc(-c2cccc(NS(=O)(=O)c3ccccc3C(F)(F)F)c2)nn1
 : 109, 0.8
O=C(CSc1nc(N2CCCCC2)nc(N2CCCCC2)n1)Nc1ccccc1
 : 100, 0
CC1(C)Cc2c(sc3nc(CCCc4ccccc4)n(N)c(=O)c23)CO1
 : 103, 0.5
Cc1cc2c(cc1S(=O)(=O)CCC(=O)NCCc1ccccc1)OCC(=O)N2
 : 108, 0.5
O=C(O)C(C(=O)OCc1ccccc1)c1ccccc1 (stereo unspecified)
 : 104, 0.3
O=C(c1ccc2c(c1)C(=O)N(Cc1ccco1)C2=O)N1CCN(c2ccccc2)CC1
 : 100, -0.3
CN(C(=O)c1cc2c(n(-c3ccccc3)c1=O)CCCC2=O)c1ccc(O)cc1
 : 99, -0.2
CC1CN(C(=O)CCSc2ccc(Cl)cc2)CC(C)O1 (stereo unspecified)
 : 101, -0.3
COc1ccc(C(=O)N(Cc2cc(OC)c(OC)c(OC)c2)CC2CCCO2)cc1 (stereo unspecified)
 : 103, -0.7
CCCN1C(=O)NC(CCC(=O)O)C1=O (stereo unspecified)
 : 102, 0
Cc1ccc(OCC(=O)NCC(c2ccc(Cl)cc2)N2CCOCC2)cc1C (stereo unspecified)
 : 110, 0.7

# Overlap with the part before: two entries; new compounds follow.
# Every second line gives: Polio RdRp inh, Polio RdRp inh FP z-score
CCCN1C(=O)NC(CCC(=O)O)C1=O (stereo unspecified)
 : 102, 0
Cc1ccc(OCC(=O)NCC(c2ccc(Cl)cc2)N2CCOCC2)cc1C (stereo unspecified)
 : 110, 0.7
CCOC(=O)c1c(NC(=O)CSc2nc(N)cc(=O)[nH]2)sc2c1CCCCC2
 : 102, 0
COc1ccc(NC(=O)CC2C(=O)N(c3ccc(OC)cc3)C(=O)N2CCC2=CCCCC2)cc1 (stereo unspecified)
 : 102, -0.3
CCc1c(-c2ccccc2)nc2ccccc2c1C(=O)NCCc1ccccc1
 : 109, 0
COC(=O)c1ccccc1NC(=O)c1nn(C)c2c1COc1ccccc1-2
 : 107, -0.1
CC(=O)Nc1ccc(-c2cnc[nH]2)cc1
 : 104, 0.4
O=C(OC1CCOC1=O)c1ccc2c(c1)S(=O)(=O)c1ccccc1C2=O (stereo unspecified)
 : 96, -1.1
O=C(Sc1cccc2ncccc12)c1ccccc1
 : 132, 3.5
Cc1cc(Cl)ccc1NC(=O)c1cc2ccccn2n1
 : 109, 0.5
CC1CCCCN1C(=O)c1cc(-c2ccccc2)on1 (stereo unspecified)
 : 101, -0.1
COc1ccc(S(=O)(=O)N(CC(=O)N2CCOCC2)Cc2ccccc2)cc1C
 : 100, 0.1
CCCNC(=O)CCc1c(C)nc2c(c(C)nn2-c2ccc(C)cc2)c1C
 : 101, -0.3
C=CCn1c(=O)/c(=C\c2cccs2)s/c1=C(/C#N)C(=O)N1CCCC1
 : 107, 0.6
CN(Cc1nc2ccccc2n1C)CC1CCCCC1
 : 102, -0.1
N#C/C(=C\c1ccc(C(F)(F)F)cc1)c1csc2ccccc12
 : 102, 0
CCOC(=O)C1=C(CN2c3ccccc3CC2C)NC(=O)NC1c1ccccc1 (stereo unspecified)
 : 103, 0.1
CCC1CN(C(=O)Nc2cc(Cl)ccc2C(=O)OC)c2ccccc2S1 (stereo unspecified)
 : 106, -0.5
COC(=O)c1cc(S(=O)(=O)N2CCCCC2C)c[nH]1 (stereo unspecified)
 : 102, 0.3
O=C(O)CSc1nc(-c2ccccc2)cc(C(F)F)n1
 : 100, -0.6
Cc1nnc(N2CCCC(C(=O)NCc3ccccc3)C2)c2nn(-c3ccccc3)c(C)c12 (stereo unspecified)
 : 101, -0.8
NC(=O)c1ccccc1NC(=O)CC1(CC(=O)O)CCCC1
 : 104, 1

# The listing continues:
# Every second line gives: Polio RdRp inh, Polio RdRp inh FP z-score
CCN(CC)S(=O)(=O)c1ccc2oc(SCc3cn4ccsc4n3)nc2c1
 : 103, -0.1
O=C(NCC1CCCO1)c1ccc2c(=O)n(-c3ccccc3)c(=S)[nH]c2c1 (stereo unspecified)
 : 101, -0.1
O=C1CC(Nc2ccc(F)cc2)C(=O)N1C1CCCC1 (stereo unspecified)
 : 104, 0.9
O=C(CSc1oc(-c2ccco2)nc1S(=O)(=O)c1ccc(Cl)cc1)c1ccc(Cl)cc1
 : 97, -2.6
Cc1ccc(/C=C/C(=O)Nc2ccc(-c3nnc4n3CCCCC4)cc2)o1
 : 103, 0.1
O=C(NCc1ccco1)c1ccc(-c2cc3ccccc3oc2=O)cc1
 : 102, -0.1
CCCCn1cnc2cc(NCc3ccc(OCC)cc3)ccc21
 : 106, 0.5
CC(=O)Nc1cc2c(cc1N)OCCO2
 : 106, 0.3
COc1cccc(C(=O)CC2(O)C(=O)N(Cc3ccccc3)c3ccccc32)c1 (stereo unspecified)
 : 106, -0.7
Fc1ccc(C2=NC(c3cccc(C(F)(F)F)c3)=Nc3ccccc3N2)cc1
 : 106, -0.5
CC(C)CC(C(=O)Nc1ccccc1)N1Cc2ccccc2C1=O (stereo unspecified)
 : 100, -0.4
O=C(NCc1cccnc1)C1CCCCC1
 : 102, 0.1
c1csc(C2=NC(c3ccncc3)=Nc3ccccc3N2)c1
 : 101, -1.4
COC(=O)c1c(NC(=O)c2cc(OC)c(OC)c(OC)c2Br)sc2c1CCC(C)C2 (stereo unspecified)
 : 105, 0.1
Cc1cc(=O)n(CC(=O)N2CCCc3ccccc32)c2c1c(C)nn2-c1cccc(F)c1
 : 110, 1
COCCNC(=O)c1cc2ccccc2o1
 : 100, -0.6

# 6 compounds drawn at random from those above, as already listed:
# Every second line gives: Polio RdRp inh, Polio RdRp inh FP z-score
COc1cccc(C(=O)CC2(O)C(=O)N(Cc3ccccc3)c3ccccc32)c1 (stereo unspecified)
 : 106, -0.7
CC(C)CC(C(=O)Nc1ccccc1)N1Cc2ccccc2C1=O (stereo unspecified)
 : 100, -0.4
COCCNC(=O)c1cc2ccccc2o1
 : 100, -0.6
CCN(CC)S(=O)(=O)c1ccc2oc(SCc3cn4ccsc4n3)nc2c1
 : 103, -0.1
Cc1cc(=O)n(CC(=O)N2CCCc3ccccc32)c2c1c(C)nn2-c1cccc(F)c1
 : 110, 1
CCCCn1cnc2cc(NCc3ccc(OCC)cc3)ccc21
 : 106, 0.5
